Compound activity: PubChem BioAssay, several laboratories
DAX1 inh-1: inhibits human nuclear receptor DAX1 | inhibition, % at 6.75 µM | HEK293 Gal4-DAX1 luciferase reporter, luminescence | P51843 | AID 504766 | 0.99% of 340,000 active;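 active means inhibition above the mean over all tested compounds plus 3 SD, cut at about 4.2% in these data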;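 further: 0% = DAX1-transfected cells with DMSO and 100% = empty-vector control cells with DMSO; inhibition shows as a rise in luminescence from relieved DAX1 repression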
Target sequence (P51843 207-470 limits assumed): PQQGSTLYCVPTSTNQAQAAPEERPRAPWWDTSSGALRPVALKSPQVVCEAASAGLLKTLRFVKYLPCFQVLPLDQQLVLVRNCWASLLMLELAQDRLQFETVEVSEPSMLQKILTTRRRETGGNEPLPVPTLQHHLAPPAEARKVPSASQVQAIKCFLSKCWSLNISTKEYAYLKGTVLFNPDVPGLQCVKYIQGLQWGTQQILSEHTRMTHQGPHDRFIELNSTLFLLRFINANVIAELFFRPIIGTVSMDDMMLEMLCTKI
ADAM17 inh: ADAM17 inhibition, QFRET primary screen; inhibition, % at 6.95 µM; 0.83% of 370,000 active; recombinant ADAM17, EDANS/DABCYL FRET peptide cleavage; P78536;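 active means inhibition above the mean of compounds lying between control limits plus 3 SD, set per campaign, cut at about 8.5% in these data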;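 further: 0% = DMSO-only wells as the low control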
SMARCA2 activ: activators of SMARCA2 function | MG213 cells, MMTV-luciferase reporter, dexamethasone, overnight | activation, % at 9.1 µM | 1% of 370,000 active | AID 652017; in the data active means activation above about 7.8%;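 further: 0% = vehicle wells and 100% = reference activator wells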
NPR1 activator: GC-A (human) enzyme activation | P16066 | HEK293 GC-A cells, cGMP TR-FRET, EC30 ANP; 0% at EC30 ANP, 100% saturating ANP | activation, % at 10 µM | 0.14% of 370,000 active | AID 1671463; in the data active means activation above about 40%
hcDAF12 agonist: activators of H. contortus DAF-12 nuclear receptor; HEK293 hcDAF-12 lit1-tk-luc reporter, luminescence; 0% DMSO, 100% Δ7-dafachronic acid; activation, % at 6.8 µM; 1.4% of 370,000 active;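 active means activation above the mean of all tested compounds plus 3 SD, cut at about 5.5% in these data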;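 further: 100% = response to 3 µM Δ7-dafachronic acid high control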
PG9 binder: small molecules binding HIV-1 gp120 antibody PG9 | inhibition, % at 6.7 µM | TR-FRET gp120-PG9 antibody binding | 0.43% of 360,000 active; in the data active means inhibition above about 8.5%
ADAM10 inh: inhibits human ADAM10 | O14672 | AID 720582 | 0.62% of 370,000 active | inhibition, % at 7 µM | recombinant ADAM10, EDANS/DABCYL FRET peptide cleavage, 3 h;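 active means inhibition above a per-campaign cutoff equal to the mean of compounds falling between control-based bounds plus 3 SD, cut at about 20% in these data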;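 further: 0% = DMSO wells while the 100% control is not disclosed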
Target sequence (O14672 214-748 limits assumed): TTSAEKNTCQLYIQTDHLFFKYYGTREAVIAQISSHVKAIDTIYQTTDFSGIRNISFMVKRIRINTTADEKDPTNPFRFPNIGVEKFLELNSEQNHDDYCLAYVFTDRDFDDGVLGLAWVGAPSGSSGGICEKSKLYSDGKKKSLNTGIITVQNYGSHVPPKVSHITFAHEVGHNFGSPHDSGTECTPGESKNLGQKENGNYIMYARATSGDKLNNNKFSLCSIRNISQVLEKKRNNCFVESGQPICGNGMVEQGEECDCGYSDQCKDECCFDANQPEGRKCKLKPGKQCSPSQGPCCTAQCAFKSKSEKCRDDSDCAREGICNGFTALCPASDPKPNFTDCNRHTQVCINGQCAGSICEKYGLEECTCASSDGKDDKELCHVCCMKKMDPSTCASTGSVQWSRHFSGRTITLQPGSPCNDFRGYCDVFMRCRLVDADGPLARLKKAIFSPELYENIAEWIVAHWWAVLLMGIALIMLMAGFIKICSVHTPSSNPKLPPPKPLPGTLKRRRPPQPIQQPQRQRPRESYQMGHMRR
ssDAF12 agonist: activates DAF-12 receptor from parasite S. stercoralis | HEK293 ssDAF-12/GRIP1 lit1-tk-luc reporter, luminescence; % of 3 µM dafachronic acid response | activation, % at 6.8 µM | 1% of 370,000 active | AID 652126;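 active means activation above the mean over all tested compounds plus 3 SD, cut at about 0.9% in these data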;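 further: 0% = DMSO-only wells and 100% = 3 µM delta7-dafachronic acid wells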
hgDAF12 agonist: activates the H. glycines DAF-12 receptor ligand-binding domain; HEK293 GAL4-hgDAF12 UAS-luciferase reporter, agonist luminescence; normalized to butyrate control; activation, % at 6.8 µM; 1.8% of 370,000 active;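 active means activation above a cutoff set at the mean of all screened compounds plus 3 SD, cut at about 10% in these data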;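 further: 0% = DMSO wells and 100% = sodium butyrate wells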
FXN GAA850 act: frataxin GAA850 promoter activation. HEK293 lucGAA850 FXN promoter luciferase reporter, 24 h; percent of 10 µM SAHA response. activation, % at 6 µM. 0.56% of 360,000 active. AID 540364;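 active means activation above the average of all compounds screened plus 3 SD, cutoff fixed separately per campaign, cut at about 7.5% in these data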;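 further: 0% = DMSO wells and 100% = 10 µM SAHA wells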
DAX1 inh-2: blocks DAX1 repression of SF-1 activated StAR promoter; HEK293T StAR-luciferase reporter, SF-1/DAX-1 repression relief; 1.1% of 370,000 active; AID 652010; inhibition, % at 6.8 µM;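 active means inhibition above the mean over all tested compounds plus 3 SD, cut at about 3.6% in these data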;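 further: 0% = DAX-1 cells with DMSO and 100% = cells lacking DAX-1 with DMSO; higher inhibition means more luminescence from relief of DAX-1 repression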
* marks the source's active call; other numbers are inactive results.

For COc1ccccc1NC(=O)Nc1nc(CC(=O)Nc2cccc(F)c2)cs1 the results were DAX1 inh-1 -0.5, ADAM17 inh 6.2, SMARCA2 activ -2.1, NPR1 activator 3.0, hcDAF12 agonist 0.0, PG9 binder -0.5, ADAM10 inh 18.5, ssDAF12 agonist -0.5, hgDAF12 agonist -1.6, FXN GAA850 act 0.6 and DAX1 inh-2 -2.3.
Screening CCN1CCCC1CNC(=O)c1ccc(CS(=O)(=O)c2ccccc2C)o1 (configuration not stated) returned DAX1 inh-1 -0.1, ADAM17 inh -6.3, SMARCA2 activ -0.2, NPR1 activator 4.0, hcDAF12 agonist -1.2, PG9 binder -1.4, ADAM10 inh -1.1, ssDAF12 agonist -1.1, hgDAF12 agonist -0.7, FXN GAA850 act 0.1 and DAX1 inh-2 0.5.
Screening Cc1cc(O)c(/C=N/Nc2ccc(F)cc2)c(=O)o1 returned ADAM17 inh -0.3, SMARCA2 activ -2.5, NPR1 activator -5.2, hcDAF12 agonist -0.8, PG9 binder -9.0, ADAM10 inh 4.5, ssDAF12 agonist -0.4, hgDAF12 agonist -2.1, FXN GAA850 act 1.8 and DAX1 inh-2 0.5.
Cc1ccc(/C=N/n2c(C)cc(C)c(C#N)c2=O)o1 was read as DAX1 inh-1 -0.2, ADAM17 inh -1.9, SMARCA2 activ 0.3, NPR1 activator 0.1, hcDAF12 agonist -1.8, PG9 binder -0.2, ADAM10 inh -4.2, ssDAF12 agonist -1.0, hgDAF12 agonist 0.4, FXN GAA850 act 0.6 and DAX1 inh-2 -0.2.
O=c1c(-c2ccc(Br)cc2)coc2c(CN3CCOCC3)c(O)ccc12 was read as DAX1 inh-1 -0.1, ADAM17 inh -77.7, SMARCA2 activ 2.5, NPR1 activator 7.2, hcDAF12 agonist -0.3, PG9 binder 0.1, ADAM10 inh -238.3, ssDAF12 agonist -0.8, hgDAF12 agonist 2.2, FXN GAA850 act -1.9 and DAX1 inh-2 0.3.
Screening COc1ccc(CN(CC(=O)NCC2CCCO2)C(=O)CCC(=O)Nc2cc(C)ccn2)cc1 (configuration not stated) returned DAX1 inh-1 2.1, ADAM17 inh -8.4, SMARCA2 activ -1.4, NPR1 activator 1.3, hcDAF12 agonist -1.5, PG9 binder -0.2, ADAM10 inh -3.2, ssDAF12 agonist -1.0, hgDAF12 agonist -0.6, FXN GAA850 act -1.0 and DAX1 inh-2 -1.1.
For N/C(=N\OC(=O)CCCc1ccccc1)c1ccc([N+](=O)[O-])cc1 the results were DAX1 inh-1 1.0, ADAM17 inh -1.1, SMARCA2 activ -1.2, NPR1 activator -3.3, hcDAF12 agonist -1.5, PG9 binder 0.3, ADAM10 inh 0.7, ssDAF12 agonist -1.4, hgDAF12 agonist 0.7, FXN GAA850 act 3.0 and DAX1 inh-2 0.1.
`COC(=O)[C@H](Cc1ccccc1)NC(=O)[C@@H](N)CC(=O)OCc1ccccc1` gave DAX1 inh-1 2.2, ADAM17 inh -5.1, SMARCA2 activ -0.8, NPR1 activator -4.2, hcDAF12 agonist -1.2, PG9 binder 0.6, ADAM10 inh -2.2, ssDAF12 agonist -1.5, hgDAF12 agonist -1.9, FXN GAA850 act 0.8 and DAX1 inh-2 -0.2.
`CCCC(=O)Nc1ccccc1NC(=O)CN(C)S(=O)(=O)c1ccccc1` gave DAX1 inh-1 0.3, ADAM17 inh -5.0, SMARCA2 activ -0.4, NPR1 activator 0.3, hcDAF12 agonist -0.7, PG9 binder -1.1, ADAM10 inh 0.2, ssDAF12 agonist -1.4, hgDAF12 agonist -0.8, FXN GAA850 act -0.6 and DAX1 inh-2 -0.1.
`COc1ccccc1NC(=O)N1CCC(NC(=O)C2CCCCC2)CC1` gave DAX1 inh-1 -0.2, ADAM17 inh 0.0, SMARCA2 activ -0.5, NPR1 activator -4.7, hcDAF12 agonist 0.2, PG9 binder -0.9, ADAM10 inh 13.1, ssDAF12 agonist -0.8, hgDAF12 agonist 0.2, FXN GAA850 act -0.5 and DAX1 inh-2 -0.2.
Screening COc1ccc(Cl)cc1N=Cc1c(O)cc(C)oc1=O returned DAX1 inh-1 0.7, ADAM17 inh -0.9, SMARCA2 activ -2.4, NPR1 activator 4.2, hcDAF12 agonist -1.5, PG9 binder 0.5, ADAM10 inh -11.4, ssDAF12 agonist -1.5, hgDAF12 agonist -0.7, FXN GAA850 act -0.2 and DAX1 inh-2 0.3.
`Cc1ccnn1CCC(=O)N1CCCC(N2CCN(c3cccc(Cl)c3)CC2)C1` (configuration not stated) gave DAX1 inh-1 0.3, ADAM17 inh -2.5, SMARCA2 activ -1.5, NPR1 activator 2.4, hcDAF12 agonist -2.0, PG9 binder -2.6, ADAM10 inh -3.1, ssDAF12 agonist -1.3, hgDAF12 agonist -0.3, FXN GAA850 act -1.6 and DAX1 inh-2 -0.6.
Fc1ccc(C2=CC(c3cccs3)n3nnnc3N2)cc1 (configuration not stated) was read as DAX1 inh-1 3.3, ADAM17 inh -8.4, SMARCA2 activ -2.7, NPR1 activator 11.2, hcDAF12 agonist 3.4, PG9 binder -0.2, ADAM10 inh -18.9, ssDAF12 agonist -0.6, hgDAF12 agonist 4.2, FXN GAA850 act 0.6 and DAX1 inh-2 0.0.
Cc1c(C(=O)NCc2ccc([N+](=O)[O-])cc2)sc(=O)n1Cc1ccc(-c2ccccc2)cc1 was read as ADAM17 inh -2.1, SMARCA2 activ -1.1, NPR1 activator 1.3, hcDAF12 agonist -0.2, PG9 binder -0.5, ADAM10 inh -9.7, ssDAF12 agonist -1.2, hgDAF12 agonist -2.5, FXN GAA850 act 0.1 and DAX1 inh-2 0.2.
Screening O=C(COC(=O)CNC(=O)c1cc(Cl)cc([N+](=O)[O-])c1)NC(=O)NCc1ccco1 returned DAX1 inh-1 0.0, ADAM17 inh -2.5, SMARCA2 activ -1.9, NPR1 activator 3.2, hcDAF12 agonist -0.2, PG9 binder -1.8, ADAM10 inh -2.1, ssDAF12 agonist -0.6, hgDAF12 agonist 9.9, FXN GAA850 act -2.7 and DAX1 inh-2 0.0.
For O=C(NCc1ccco1)C1CCCN(S(=O)(=O)c2ccc([N+](=O)[O-])cc2)C1 (configuration not stated) the results were ADAM17 inh 1.0, SMARCA2 activ 3.0, NPR1 activator 2.7, hcDAF12 agonist -1.4, ADAM10 inh -0.8, ssDAF12 agonist 0.0, hgDAF12 agonist 0.6 and DAX1 inh-2 -0.3.
COc1cccc(CNC(=O)C(=O)NCC2CCCN2S(=O)(=O)c2cc(C)ccc2C)c1 (configuration not stated) was read as DAX1 inh-1 -0.8, ADAM17 inh -0.8, SMARCA2 activ -1.2, NPR1 activator 1.7, hcDAF12 agonist -1.1, PG9 binder 1.3, ADAM10 inh -4.2, ssDAF12 agonist -0.7, hgDAF12 agonist 2.2, FXN GAA850 act -1.7 and DAX1 inh-2 -1.6.
`CCCSc1nc(-n2ncc(C#N)c2N)c2c3c(sc2n1)CCC(C)C3` (configuration not stated) gave DAX1 inh-1 0.8, ADAM17 inh 1.0, SMARCA2 activ 2.6, NPR1 activator -5.7, hcDAF12 agonist -0.2, PG9 binder -1.5, ADAM10 inh 4.2, ssDAF12 agonist -1.8, hgDAF12 agonist 2.7, FXN GAA850 act 2.1 and DAX1 inh-2 -1.2.
For Clc1ccc(Cn2cc(Br)cn2)cc1Cl the results were DAX1 inh-1 -0.2, ADAM17 inh -2.2, SMARCA2 activ -1.6, NPR1 activator -42.0, hcDAF12 agonist -0.4, PG9 binder 0.6, ADAM10 inh 0.5, ssDAF12 agonist -1.7, hgDAF12 agonist 6.0, FXN GAA850 act 0.0 and DAX1 inh-2 -0.4.
For Oc1ccc(Br)cc1C=Nc1cccn2cc(-c3ccccc3)nc12 the results were DAX1 inh-1 -0.2, ADAM17 inh -89.8, SMARCA2 activ 6.7, NPR1 activator -2.6, hcDAF12 agonist 3.4, PG9 binder -20.1, ADAM10 inh -300.2, ssDAF12 agonist -1.0, hgDAF12 agonist 3.8, FXN GAA850 act 3.2 and DAX1 inh-2 1.1.
Screening CC(=O)c1c(C)[nH]c(C(=O)Nc2ccccc2C)c1C returned ADAM17 inh -5.7, NPR1 activator -0.6, hcDAF12 agonist 4.8, ADAM10 inh -2.3, ssDAF12 agonist -0.7 and hgDAF12 agonist 2.6.
`O=C(OCc1ccccc1)N1CCC2CC1c1cc(/C=C/CCCSc3ncccn3)ccc12` (configuration not stated) gave DAX1 inh-1 -0.2, ADAM17 inh -4.1, SMARCA2 activ -2.7, NPR1 activator 1.1, hcDAF12 agonist -1.1, PG9 binder -3.9, ADAM10 inh -0.5, ssDAF12 agonist -1.5, hgDAF12 agonist -1.4, FXN GAA850 act 0.4 and DAX1 inh-2 -0.1.
Screening COC(=O)c1ccc(CNC(=O)/C=C/[C@H]2O[C@@H](n3cc(C)c(=O)[nH]c3=O)C[C@@H]2O)cc1 returned ADAM17 inh 3.2, SMARCA2 activ -4.0, NPR1 activator 4.1, hcDAF12 agonist -0.2, PG9 binder -2.1, ADAM10 inh 2.8, ssDAF12 agonist -1.3, hgDAF12 agonist -0.9 and DAX1 inh-2 -0.8.
Screening CCCCn1c(=O)[nH]c(=O)c2c1nc(CN(C)Cc1cccc(OC)c1OC)n2CCC returned DAX1 inh-1 0.1, ADAM17 inh 0.2, SMARCA2 activ -1.9, NPR1 activator -3.5, hcDAF12 agonist -1.4, PG9 binder 1.8, ADAM10 inh -9.2, ssDAF12 agonist -2.0, hgDAF12 agonist -1.2, FXN GAA850 act -0.8 and DAX1 inh-2 -0.1.
COc1cc(C(=O)NNC(=O)c2cc(-c3ccccc3)n[nH]2)cc(OC)c1C was read as DAX1 inh-1 -0.3, ADAM17 inh 1.5, SMARCA2 activ -2.2, NPR1 activator -4.1, hcDAF12 agonist -0.6, PG9 binder 0.7, ADAM10 inh -6.2, ssDAF12 agonist -1.1, hgDAF12 agonist 1.2, FXN GAA850 act 0.2 and DAX1 inh-2 1.7.
Screening COc1ccc(OC)c(-n2c(CN3CCC(C(N)=O)CC3)nc3ccccc3c2=O)c1 returned DAX1 inh-1 0.1, ADAM17 inh -0.3, SMARCA2 activ 4.5, NPR1 activator 2.1, hcDAF12 agonist -1.5, PG9 binder -3.5, ADAM10 inh -3.0, ssDAF12 agonist -1.4, hgDAF12 agonist -1.1, FXN GAA850 act 0.9 and DAX1 inh-2 -0.3.
For CCOc1ccc(S(=O)(=O)N2CCN(C(=S)NCC3CCCO3)CC2)cc1 (configuration not stated) the results were DAX1 inh-1 -0.5, ADAM17 inh -2.9, SMARCA2 activ 4.7, NPR1 activator 1.8, hcDAF12 agonist -1.3, PG9 binder -0.2, ADAM10 inh 7.5, ssDAF12 agonist -1.2, hgDAF12 agonist -0.3, FXN GAA850 act 0.3 and DAX1 inh-2 0.3.
